Luciferase inh = inhibitors of firefly (Photinus pyralis) luciferase. P08659. purified P. pyralis luciferase, luminescence, biochemical. Potency, µM (top dose mostly 115 µM), inactives show at the top dose activity change, negative = inhibition, usual class: inhibitors. 76,000 tested, 2.5% active. AID 1347043; further: potency means the concentration at half of the fitted maximal effect; nearly all actives have a fitted effect of over 65% in size
Target sequence (P08659 whole entry, looked up): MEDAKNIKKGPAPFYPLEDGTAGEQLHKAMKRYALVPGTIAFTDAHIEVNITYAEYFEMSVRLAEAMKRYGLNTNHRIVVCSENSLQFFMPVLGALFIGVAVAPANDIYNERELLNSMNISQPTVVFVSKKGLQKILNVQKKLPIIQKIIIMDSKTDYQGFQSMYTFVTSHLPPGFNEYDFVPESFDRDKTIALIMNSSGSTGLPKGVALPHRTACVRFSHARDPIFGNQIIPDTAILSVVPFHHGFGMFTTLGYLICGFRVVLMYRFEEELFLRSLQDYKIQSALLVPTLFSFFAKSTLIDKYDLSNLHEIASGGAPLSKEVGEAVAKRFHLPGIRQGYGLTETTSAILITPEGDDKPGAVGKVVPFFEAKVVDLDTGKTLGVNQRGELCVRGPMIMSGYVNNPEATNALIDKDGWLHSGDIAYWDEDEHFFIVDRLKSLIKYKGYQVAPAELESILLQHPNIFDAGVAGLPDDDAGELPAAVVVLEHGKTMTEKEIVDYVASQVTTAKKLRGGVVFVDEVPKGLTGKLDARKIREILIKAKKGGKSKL
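Cell-free enzyme assay, 10nM P. pyralis luciferase, luciferin and ATP each at 10uM. Inhibition profiled over a 6-point titration, read as luminescence.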
IP6K1 inh = blocks human inositol hexakisphosphate kinase 1 | IP6K1 kinase, ADP-Glo luminescence, 2 h; hits give low values | activity change, % (series mostly up to about 58 µM) | 140,000 tested, 0.81% active; in the data active means activity change below about -25%
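ADP-Glo luminescence measures ADP made by human IP6K1 during a 2 h RT reaction with ATP/IP6 (mix at 1.3 mM/130 uM); top library doses 57.5 and 19.1 uM final.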
3T3 cytotox = kills NIH 3T3 cells. AID 1345082. NIH 3T3 viability, CellTiter-Glo ATP luminescence, 48-72 h. Potency, µM (top dose mostly 96.7 µM), for the others: at the highest dose activity change, negative = cytotoxicity, actives largely listed as inhibitors. 94,000 tested, 4.3% active; further: potency means the concentration at half of the fitted maximal effect; nearly all actives have a fitted effect of over 55% in size
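Viability of NIH 3T3 cells after 48 or 72 hr compound treatment at 37 °C was assessed by CellTiter-Glo, with luminescence imaged following a 10 min room-temperature step.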
SNCA viab count = counter-screen for SNCA expression inhibitors: cell viability; HEK-293-SNCA-luc viability, GF-AFC fluorescence, 24 h; Potency, µM (series often up to 57.1 µM), for inactives: top-dose activity change, negative = cytotoxicity, hits mostly cytotoxic; 150,000 tested, 0.12% active;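 further: potency means the concentration at half of the fitted maximal effect; 0% = DMSO-treated cells and -100% = medium-only wells without cells; nearly all actives have a fitted effect of over 30% in size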
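Cytotoxicity counterscreen: after 24 h compound treatment of genome-edited SNCA-luciferase HEK-293 cells, live-cell protease substrate GF-AFC read by fluorescence after 30 min; activity scaled between DMSO (0%) and medium-only (-100%), curves Hill-fitted.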
GPT2 inh = blocks human glutamate pyruvate transaminase 2; Potency, µM (titrated, usually from 57.7 µM), inactives show top-dose activity change, negative = inhibition, hits mostly inhibitors; Recombinant GPT2, coupled pyruvate oxidase/HRP Amplex Red fluorescence; Q8TD30; 100,000 tested, 0.25% active; further: potency means the concentration at half of the fitted maximal effect; nearly all actives have a fitted effect of over 60% in size; many of its hits are not listed in these tables
Target sequence (Q8TD30 whole entry, looked up): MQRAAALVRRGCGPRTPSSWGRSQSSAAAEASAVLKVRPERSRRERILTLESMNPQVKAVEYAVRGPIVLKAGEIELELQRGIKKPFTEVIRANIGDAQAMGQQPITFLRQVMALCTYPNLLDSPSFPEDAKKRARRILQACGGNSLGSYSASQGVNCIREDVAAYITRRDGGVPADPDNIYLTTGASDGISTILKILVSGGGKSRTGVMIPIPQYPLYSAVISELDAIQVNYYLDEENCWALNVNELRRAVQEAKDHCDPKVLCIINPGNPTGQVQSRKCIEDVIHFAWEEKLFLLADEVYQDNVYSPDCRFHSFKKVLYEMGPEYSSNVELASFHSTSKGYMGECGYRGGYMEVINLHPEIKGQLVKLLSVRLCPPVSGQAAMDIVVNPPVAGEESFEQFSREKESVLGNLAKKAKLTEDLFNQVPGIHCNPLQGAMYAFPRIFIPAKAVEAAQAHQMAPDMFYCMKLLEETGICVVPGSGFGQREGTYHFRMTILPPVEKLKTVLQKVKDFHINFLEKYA
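Fluorescence read-out: pyruvate from GPT2 turnover coupled to pyruvate oxidase, HRP and Amplex Red (0.2mM ThPP, 0.2U/mL PO and HRP, 50uM Amplex final). Substrates 250uM a-KG, 2mM L-alanine; enzyme 10ng/uL; 30 min RT.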
HEK293 tox = cytotoxic compounds in HEK 293 cells | 94,000 tested, 6.6% active | HEK 293 viability, ATP luminescence (CellTiter-Glo), 48-72 h | Potency, µM (doses to about 115 µM), without a hit: at the highest dose activity change, negative = cytotoxicity, usual class: inhibitors; further: potency means the concentration at half of the fitted maximal effect; nearly all actives have a fitted effect of over 60% in size
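Viability of HEK 293 cells, plated at 250 cells/well, was judged by cellular ATP after compound treatment for 48 or 72 hr. Luminescence was imaged 10 min after CellTiter-Glo addition at room temperature.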
SNCA expr inh = inhibitors of alpha-synuclein (SNCA) gene expression. HEK-293 SNCA-luciferase knock-in, luminescence, 24 h. Potency, µM (doses to about 57.2 µM), for inactives: at the highest dose activity change, negative = inhibition, most hits filed as inhibitors. 140,000 tested, 0.17% active;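 further: potency means the concentration at half of the fitted maximal effect; plate controls were DMSO cells for no effect and cell-free wells for full effect; nearly all actives have a fitted effect of over 45% in size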
* hit, by the source's call; i = inactive; ? = inconclusive; / = no result given; [ ] = remark or other dose. Unless noted, the call rests on the fitted dose curve; in most records, active means well fitted curve in the direction sought with a large enough effect; inconclusive means small, poorly fitted or top-dose-only effect, or another doubt; inactive means no such curve, though single readings can be large; an effect the other way counts as inactive or inconclusive. Unless noted, on the % scale 0 is the no-effect control and ±100 the full control effect. A portion of the library (hit frequency here may not be typical).

compound	Luciferase inh	HEK293 tox	3T3 cytotox	GPT2 inh	SNCA expr inh	IP6K1 inh	SNCA viab count
COCCn1ncc(N2CCCC(CC(=O)O)C2)cc1=O (stereo not given)	-1%	8%	i	i	7%	27	-10%
CSCC(=O)N1C[C@@H](NC(=O)Nc2cccc(SC)c2)C[C@H]1C(=O)N[C@H](Cc1c[nH]c2ccccc12)C(N)=O	-6%	-13%	-9%	-15%	-9%	4	0%
COCCN1C[C@H]2COc3ccccc3[C@H]2N(C(=O)COC)CCC1=O	/	-7%	?	/	/	-1	/
O=C(NCCc1ccccc1)N1CCC(c2noc(-c3cccnc3)n2)C1 (stereo not given)	-6%	-2%	-6%	-11%	10%	6	-8%
CCc1ccc(NC(=O)Cn2c(=O)n(CCCC(=O)NCc3ccccc3OC)c(=O)c3ccccc32)cc1	/	/	/	/	27%	1	-5%
O=C(NCc1ccncc1)C1CN(S(=O)(=O)c2cccs2)CC12CCCCC2 (stereo not given)	9%	-3%	-9%	4%	5%	41	0%
COCC(=O)NC[C@H]1CCN(Cc2cccs2)C[C@H]1N(C)C	1%	-24%	-9%	i	-14%	9	-2%[12.5 µM]
O=C1NCCCCCCN(C(=O)CN2CCCCCC2)[C@H]2C[C@H](c3nc(-c4cccnc4)no3)C[C@@H]12	-2%	-6%	-13%	-6%	42%[activator]	0	-1%
COc1ccc(-c2[nH]c(-c3ccc(Cl)cc3)nc2SCC(=O)NCC2CCCO2)cc1 (stereo not given)	/	/	/	/	-7%	18	-21%
CSCc1noc(Cn2nc(-c3ccccc3)c3ccccc3c2=O)n1	-4%	0%	-1%	-23%	5%	18	-12%
Cc1nc2c(c(-c3ccc(O)cc3)n1)CN(Cc1cccnc1)CC2	-5%[172 µM]	-13%[172 µM]	-15%[138 µM]	-4%[88.5 µM]	7%[87.6 µM]	-2	12%[87.6 µM]
O=C(Cc1ccccn1)NC1CCCN(Cc2ccc(-c3cncnc3)cc2)C1 (stereo not given)	/	-30%	-12%	-1%	-11%	1	-4%[12.5 µM]
O=C(NCC(F)(F)F)C1CN(c2ccccc2)C(=O)N1 (stereo not given)	5%[172 µM]	?	-15%[138 µM]	i	14%[87.6 µM]	8	-1%[87.6 µM]
Cc1cnc(CC2CCN(S(=O)(=O)c3cccs3)C2)n1CC1CC1 (stereo not given)	8%	?	-10%	i	15%	-8	0%
CCOc1ccccc1-c1nccn1C1COc2ccccc2C1 (stereo not given)	-9%	?	?	i	11%	21	4%
COc1nc2c(cc1CNC(=O)C1CCCO1)C(=O)N(CCc1ccccn1)C2 (stereo not given)	-4%	i	i	-11%[11.5 µM]	-14%	22	-4%
CN(C)C(=O)c1ccc(OC2CCN(C(=O)c3ccccc3C(F)(F)F)CC2)nc1	-1%	1%	-3%	i	29%	37	3%
Cc1ccc(S(=O)(=O)N2CCCc3cc(NS(=O)(=O)c4ccccc4)ccc32)cc1	/	/	/	/	?	-5	-13%
COC[C@@H]1CN(C(=O)CCn2nc(C)cc2C)C[C@H]1c1ccncc1	-5%	3%	2%	-6%	22%	-1	?
COc1cccc(S(=O)(=O)N2CCCC(c3nc(C(C)C)no3)CCNC(=O)CC2)c1 (stereo not given)	-2%	i	-6%	i	4%	2	-2%
Cc1noc(C2CCCCCN2C(=O)COc2ccc(F)cc2)n1 (stereo not given)	2%	-16%	-5%	i	4%	18	-9%
Cn1ccnc1CN1C(=O)CO[C@H](c2ccc(NS(=O)(=O)Cc3ccccc3)cc2)[C@H]1CO	-10%	2%	-2%	4%	4%	2	0%
COc1ccc(-c2noc(CC3CCN(C(=O)CC4CCCCC4)CC3)n2)cc1	1%	45µM*	?	i	-17%	-9	-4%
COc1ccc(OC)c(S(=O)(=O)NCC(c2ccco2)S(=O)(=O)c2ccccc2)c1 (stereo not given)	/	/	/	/	26%	-2	7%
CCn1cc(S(=O)(=O)NCC2CNCCOC2)cn1 (stereo not given)	4%	i	i	i	-13%	5	7%
O=C(c1ccc(F)cc1)N1CC2CC(C1)[C@H]1CCCC(=O)N1C2 (stereo not given in full)	-10%	-5%	4%	i	-5%	-10	0%
COCc1nnc(NC(=O)c2cc(OC)c(OC)c(OC)c2)s1	/	/	/	/	34%	20	-14%
Cc1oc(-c2ccc(Cl)cc2)nc1CN1CCCC(C(=O)NCc2ccc(Cl)cc2)C1 (stereo not given)	/	/	/	/	13%	8	4%
O=C(c1ccccc1Cl)N1CCC(C(=O)N2CCCC(c3nc4ccncc4[nH]3)C2)CC1 (stereo not given)	/	2%	-27%	i	-10%	27	7%
O=C(NC1CCN(c2ccc3nnc(-c4ccccc4)n3n2)C1)c1ccc(F)cc1 (stereo not given)	/	5%	-3%	/	/	-13	/
CC(C)N[C@H]1C[C@@H](Cc2cc(CC3CCCCC3)on2)C1(C)C	10%[172 µM]	32µM*	45µM*	i	-17%[87.6 µM]	-15	-19%[87.6 µM]
CC1=C[C@@H](CNC(=O)CC(C)(C)CC(=O)O)[C@H](C(C)C)C[C@H]1Cc1nc2ccccc2n1C	-2%	-18%	?	-6%	4%	9	-17%
Cc1ccc(F)c(C(=O)N[C@H](C2CCNCC2)C2CC(O)C2)c1Cl (stereo not given in full)	0%	-7%	3%	1%	-3%	-5	-6%
CCOC(=O)c1c(C)oc2nc(C)nc(N3CCN(c4ccc(C)cc4C)CC3)c12	/	/	/	/	-1%	-10	1%
O=C(Cc1ccc(F)cc1)NC1CCN(c2ccnc3ccnn23)CC1	/	?	?	-6%[88.5 µM]	-17%[87.6 µM]	6	8%[87.6 µM]
CCCn1c(NCc2ccccc2C)nc2ccccc21	/	/	/	/	67%[activator]	-6	6%
CC(C)c1ccc(CC(=O)N2CCCc3ncc(C(=O)NCCOc4ccccc4)cc32)cc1	?	40µM*	?	-18%	7%	29	-23%
COc1ccc(-c2nc(C3CC3)nc3c2CCN([S+](=O)([O-])c2cccc(OC)c2)CC3)cc1	/	-3%	-16%	-8%	-27%	9	4%
CCn1cc(CN2C[C@@H](COc3ccccc3)[C@H](C(N)=O)C2)c(C)n1	0%	0%	-17%	i	-7%	4	5%
CCOC(=O)c1c(NC(=O)CSc2cn(CCNC(=O)c3ccccc3OC)c3ccccc23)sc2c1CCCC2	/	/	/	/	-29%	2	8%
CC(C)c1noc(-c2ccn3c(CNC(=O)c4ccc(N(C)C)cc4)nnc3c2)n1	0%	1%	-12%	i	-10%	-12	?
CCOc1ccccc1NC(=O)C(CC(C)C)NC(=O)C1CCC(C)CC1 (stereo not given)	/	/	/	/	-2%	-10	13%
CCN(CC)c1ccc(NC(=O)c2cnn3c(C(F)F)cc(-c4ccccc4)nc23)cc1	/	/	/	/	-13%	-5	3%
CC(C)c1nc(CN(C)C(=O)c2csc3nc(-c4ccc(F)cc4)cn23)no1	-16%	?	-23%	-1%	5%	-6	-24%
O=C(Nc1ccccc1)c1ccc2c(c1)n(Cc1cccc(F)c1)c(=O)c1ccnn12	-6%	?	?	-3%	47%[activator]	-13	-7%
COc1ccc(Br)cc1CNC(=O)CN1CCSc2ccccc21	/	/	/	/	-13%	15	5%
CCc1noc(-c2ccc(N3CCCCC3)c([N+](=O)[O-])c2)n1	/	/	/	/	102%[activator]	-9	-8%
O=C(c1ccncc1)N1C2CCC1CN(c1ccc(C(F)(F)F)cc1)C2	/	?	?	i	-10%	-23	-3%
C=C1CCC2C(C)(C)CC(=O)CC2(C)C1CCC(C)CCOC(C)=O (stereo not given)	/	/	/	i	/	15	-21%
CCc1noc(C)c1C(=O)N1CC[C@@]2(O)CCN(S(C)(=O)=O)C[C@H]2C1	-2%	-12%	-23%	i	-5%	12	3%
CC(=O)Nc1cccc(-c2cn3cccnc3n2)c1	/	/	/	/	16%	21	4%
COc1ccc(CN2CCc3nc(C4CC4)nc(-c4ccc(O)cc4)c3C2)cc1	-2%	-21%	?	i	-9%	24	-2%
O=C(NC1CCCCC1)[C@@H]1C[C@@H](O)CN1C1CCN(C(=O)c2cc(F)ccc2F)CC1	1%	i	i	-25%	?	8	-4%
COc1cccc(OC)c1-c1cccc(C(=O)c2nccn2C)c1	4%	?	-22%	?	-11%	20	-15%
Cc1ccc(-c2nnc(Nc3ccc(C(N)=O)cc3)c3ccccc23)cc1S(N)(=O)=O	/	/	/	/	16%	-17	0%
CCCC(=O)N1Cc2ccccc2CC2(CCN(C)CC2)C1	/	i	-2%[138 µM]	-4%[88.5 µM]	-10%[87.6 µM]	17	-7%[87.6 µM]
COCC(=O)N[C@H]1CCN(C(=O)COC)[C@H](C(=O)N[C@H](Cc2c[nH]c3ccccc23)C(=O)OC)C1	-5%	-12%	-23%	i	1%	-5	14%
Cc1cccc(OCC(=O)N2CCC[C@H]2c2nc(-c3ccc(F)cc3)no2)c1	6%	?	?	-5%	-18%	-2	-14%
CCCS(=O)(=O)N1CCN(C2CCN(CCOC)C2=O)CC1 (stereo not given)	3%	i	i	4%	-6%	-5	0%
CCNC(=O)N(C1CC1)C1CCOC2(CCN(C(=O)c3ccc4nc[nH]c4c3)CC2)C1 (stereo not given)	3%	i	-10%	i	-25%	-15	11%

Taken from above:
SNCA viab count with `O=C(NC1CCCCC1)[C@@H]1C[C@@H](O)CN1C1CCN(C(=O)c2cc(F)ccc2F)CC1` → -4%
SNCA expr inh with `COc1ccc(Br)cc1CNC(=O)CN1CCSc2ccccc21` → -13%
IP6K1 inh with `COc1cccc(OC)c1-c1cccc(C(=O)c2nccn2C)c1` → 20
SNCA viab count with `CCc1noc(-c2ccc(N3CCCCC3)c([N+](=O)[O-])c2)n1` → -8%
SNCA viab count with `CCCC(=O)N1Cc2ccccc2CC2(CCN(C)CC2)C1` → -7%[87.6 µM]
SNCA expr inh with `CCCS(=O)(=O)N1CCN(C2CCN(CCOC)C2=O)CC1` (stereo not given) → -6%

A different layout for two compounds above:
> CCCS(=O)(=O)N1CCN(C2CCN(CCOC)C2=O)CC1 (stereo not given)
- Luciferase inh: 3%
- HEK293 tox: i
- 3T3 cytotox: i
- GPT2 inh: 4%
- SNCA expr inh: -6%
- IP6K1 inh: -5
- SNCA viab count: 0%

> C=C1CCC2C(C)(C)CC(=O)CC2(C)C1CCC(C)CCOC(C)=O (stereo not given)
- Luciferase inh: /
- HEK293 tox: /
- 3T3 cytotox: /
- GPT2 inh: i
- SNCA expr inh: /
- IP6K1 inh: 15
- SNCA viab count: -21%

Source: PubChem BioAssay
